Bfl-1 Bim block = inhibitors of Bim binding to Bfl-1, primary screen, biochemical, multiplexed, bead-based flow cytometry. Bcl-2-related protein A1 (Homo sapiens), Q16548. Bim-Bfl-1 binding inhibition. inhibition, % at 10 µM. 190,000 compounds, 0.12% hits;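 note: 0% = wells without compound plus tracer and 100% = blocker peptide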
RGS7-Gao reg = RGS7-Galphao binding modulators, primary screen, biochemical, multiplexed bead flow cytometry; Guanine nucleotide-binding protein G(o) subunit alpha (Homo sapiens), P09471; actives lie on both sides; binding response (% of control), % at 10 µM; 220,000 compounds, 0.35% hits; in the data active = binding response below about 49% or above about 150%; inconclusive = no clear call, values can overlap the other calls; inactive = in between;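 note: fluorescent Galphao held in activated GDP-AlF4 state binding bead-coupled RGS7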
Bcl-XL Bim block = inhibitors of Bim-Bcl-XL binding, primary screen, biochemical, multiplexed, bead flow cytometry, human Bcl-XL. Bcl-2-like protein 1 (Homo sapiens), Q07817. Bim peptide-Bcl-XL binding, fluorescence. inhibition, % at 10 µM. 190,000 compounds, 0.04% hits
Target sequence (Q07817 whole entry, looked up): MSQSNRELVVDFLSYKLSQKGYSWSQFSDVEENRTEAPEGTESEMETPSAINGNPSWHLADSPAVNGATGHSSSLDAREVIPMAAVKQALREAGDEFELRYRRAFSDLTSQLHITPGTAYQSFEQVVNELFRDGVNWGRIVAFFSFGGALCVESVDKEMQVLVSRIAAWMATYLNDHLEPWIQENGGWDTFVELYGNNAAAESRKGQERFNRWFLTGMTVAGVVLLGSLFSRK
Bcl-2 Bim block = inhibitors of Bim-Bcl-2 binding, primary screen, biochemical, multiplexed, human Bcl-2 family; Apoptosis regulator Bcl-2 (Homo sapiens), P10415; Bead-based flow cytometry, Bim peptide-Bcl-2 binding; inhibition, % at 10 µM; 190,000 compounds, 0.06% hits; in the data active = inhibition above about 40%; inconclusive = no clear call, values can overlap the other calls;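 note: 0% = no compound wells with probe peptide and 100% = reference peptide inhibitor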
Target sequence (P10415 whole entry, looked up): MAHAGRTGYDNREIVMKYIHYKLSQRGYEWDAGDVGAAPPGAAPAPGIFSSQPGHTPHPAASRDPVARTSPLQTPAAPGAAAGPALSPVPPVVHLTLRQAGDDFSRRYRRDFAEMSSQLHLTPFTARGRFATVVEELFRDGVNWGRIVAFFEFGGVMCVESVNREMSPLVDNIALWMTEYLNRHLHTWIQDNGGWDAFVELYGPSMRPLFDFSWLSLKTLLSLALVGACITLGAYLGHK
RGS4-Gao reg = modulators of RGS4 binding to Galphao, primary screen, biochemical, multiplexed bead flow cytometry. Guanine nucleotide-binding protein G(o) subunit alpha (Homo sapiens), P09471. actives lie on both sides. binding response (% of control), % at 10 µM. 220,000 compounds, 0.33% hits; in the data active = binding response below about 49% or above about 150%; inactive = in between;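 note: fluorescent Galphao activated with aluminum fluoride binding bead-coupled RGS4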
Bim-Bcl-W = inhibitors of Bim binding to Bcl-W, primary screen, biochemical, multiplexed, bead-based flow cytometry; Bim peptide-Bcl-W binding; 190,000 compounds, 0.02% hits; inhibition, % at 10 µM; AID 952, 2007;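 note: 0% = bound tracer without compound and 100% = peptide blocker; higher means less fluorescent Bim peptide bound to Bcl-W beads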
Mcl1 Bid PPI = Mcl-1/Bid binding inhibitors, primary screen, biochemical, TR-FRET, 1536-well. Induced myeloid leukemia cell differentiation protein Mcl-1 (Homo sapiens), Q07820. 220,000 compounds, 0.97% hits. TR-FRET Mcl-1/Bid-Dy647 peptide binding. inhibition, % at 21.7 µM;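 active = compounds that cut the binding signal by more than half at the single screening dose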;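 note: His-tagged Mcl-1 with europium anti-His antibody binding Bid BH3 peptide; 0% = Mcl-1 plus peptide wells and 100% = peptide-only wells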
Target sequence (Q07820 whole entry, looked up): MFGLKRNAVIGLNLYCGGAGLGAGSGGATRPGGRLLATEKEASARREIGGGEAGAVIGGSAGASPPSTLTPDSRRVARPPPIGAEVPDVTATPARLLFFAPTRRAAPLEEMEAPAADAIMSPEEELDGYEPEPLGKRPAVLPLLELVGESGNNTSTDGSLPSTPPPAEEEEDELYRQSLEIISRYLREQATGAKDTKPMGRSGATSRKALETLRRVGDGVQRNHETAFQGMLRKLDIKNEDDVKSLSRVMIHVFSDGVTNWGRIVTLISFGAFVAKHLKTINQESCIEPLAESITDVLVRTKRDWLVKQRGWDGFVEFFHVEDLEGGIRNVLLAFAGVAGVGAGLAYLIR
Mcl-1 Bim block = inhibitors of Bim peptide binding to Mcl-1, primary screen, biochemical, bead-based flow cytometry, multiplex; Bim peptide-Mcl-1 binding; inhibition, % at 10 µM; 190,000 compounds, 0.1% hits; AID 1009, 2008;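 note: 0% = no compound tracer wells and 100% = peptide blocker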
Mcl1-Noxa inh = Mcl-1/Noxa binding inhibitors, primary screen, biochemical, TR-FRET, 1536-well; Induced myeloid leukemia cell differentiation protein Mcl-1 (Homo sapiens), Q07820; TR-FRET Mcl-1/Noxa peptide binding, 2 h; inhibition, % at 21.7 µM; 220,000 compounds, 1.5% hits; AID 1022, 2008;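 active = compounds that cut the protein-peptide binding signal by more than 50% relative to plate controls in a single-dose test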;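 note: His-tagged Mcl-1 with rhodamine Noxa BH3 peptide and terbium anti-His antibody; 0% = Mcl-1 plus Noxa peptide wells and 100% = peptide-only wells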
Bim-Bcl-B = inhibitors of Bim-Bcl-B binding, primary screen, biochemical, multiplexed, human Bcl-2 family. Bcl-2-like protein 10 (Homo sapiens), Q9HD36. 190,000 compounds, 0.073% hits. bead-based flow cytometry, Bim peptide-Bcl-B binding. AID 951, 2007. inhibition, % at 10 µM;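 note: 0% = tracer peptide without compound and 100% = reference inhibitor peptide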
Target sequence (Q9HD36 whole entry, looked up): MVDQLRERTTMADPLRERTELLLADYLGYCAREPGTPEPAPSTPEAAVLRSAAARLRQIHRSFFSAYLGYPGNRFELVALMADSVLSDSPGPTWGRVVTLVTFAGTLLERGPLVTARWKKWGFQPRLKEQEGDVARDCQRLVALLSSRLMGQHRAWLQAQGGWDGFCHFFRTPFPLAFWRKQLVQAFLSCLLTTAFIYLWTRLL
RGS8-Gao = RGS8-Galphao binding modulators, primary screen, biochemical, multiplexed bead flow cytometry | response (percent of control binding), % at 10 µM | actives lie on both sides | Guanine nucleotide-binding protein G(o) subunit alpha (Homo sapiens), P09471 | 220,000 compounds, 0.34% hits; in the data active = response below about 60% or above about 140%; inactive = in between;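 note: Galphao activated as the GDP aluminium fluoride complex binding bead-coupled RGS8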
Active calls of the source: *; ? = inconclusive; . = no result given. Cut-off read from the data, not from the text of the source, unless noted: active = inhibition above about 40%.

molecule	Bcl-2 Bim block	Mcl1 Bid PPI	Mcl1-Noxa inh	Mcl-1 Bim block	Bim-Bcl-B	RGS8-Gao	RGS4-Gao reg	Bfl-1 Bim block	RGS7-Gao reg	Bim-Bcl-W	Bcl-XL Bim block
CCC(C)c1ccc(OCC(=O)Nc2ccc3[nH]c(=O)[nH]c3c2)cc1 (centres undefined)	-1	-14	2	4	2	73	83	-8	84	3	3
CC(C)n1c2ccccc2c2nnc(SCC(=O)OCN3C(=O)c4ccccc4C3=O)nc21	-9	-2	8	-1	-10	105	100	-16	103	-3	-5
O=C(Nc1ccc(N2CCCC2)cc1)c1ccc(Br)o1	7	-10	94*	3	-10	101	99	19	97	11	5
O=C(Oc1ccc(Cl)cc1)c1ccc2nccnc2c1	1	8	-10	-2	-2	101	99	0	101	-6	-5
COc1ccc2c(c1OC)C(=O)OC2	1	4	-23	1	-2	99	99	0	98	2	0
CC1CCC(NC(=O)c2ccc(/C=C3\Oc4ccccc4N(C)C3=O)cc2)CC1 (centres undefined)	-3	-16	-4	1	-6	103	99	-10	102	-4	1
O=C(CSc1ccc(-c2ccco2)nn1)NCc1ccc(F)cc1	-4	-20	10	-2	-8	98	100	-12	95	-6	-7
O=C(N/N=C\c1ccc(F)cc1)c1ccc(F)cc1	0	-34	17	2	-1	101	103	-2	102	2	3
CCn1cc(/C=N\NC(=O)c2c[nH]c3ccccc23)c(C)n1	0	-26	-1	-2	-3	95	99	-1	98	-2	-6
CC(C)(C)OC(=O)N1CCCC1C(=O)NC(Cc1ccccc1)C(=O)O (centres undefined)	-2	7	14	0	-4	91	91	-12	88	6	0
CC(=O)Nc1nc(C)c(CCC2OCCO2)c(=O)[nH]1	.	-10	-7	.	.	101	103	.	?	.	.
Cc1ccc(C)c(C(=O)CSc2nnc(C)s2)c1	1	-8	0	-1	-2	99	100	-2	98	0	0
CCOC(=O)N1CCN(c2c(NCC3CCCO3)c(=O)c2=O)CC1 (centres undefined)	-3	-17	7	0	-5	101	99	-9	99	-1	-5
OC(COc1cc(Cl)c(Cl)cc1Cl)CN1CCN(c2ncccn2)CC1 (centres undefined)	-7	-6	6	-3	-8	101	99	-7	101	-6	-9
COc1cc(CN2CCCC(CCC(=O)NCc3ccc(C)o3)C2)cc2c1OCO2 (centres undefined)	1	-26	4	-1	0	98	98	-2	99	-2	-4
Clc1ccc(-c2cc(-c3ccccn3)on2)c(Cl)c1	.	1	12	.	.	101	101	.	?	.	.
O=C(NCc1cccs1)C1CCN(S(=O)(=O)c2ccc(Br)s2)CC1	0	-12	3	4	-3	101	100	-5	99	4	1
CC(/C=C1\N=C(SCc2ccccc2)SC1=O)=C\c1ccccc1	9	-21	5	-7	2	102	96	10	95	-1	0
Cc1c(NC(=O)C2CCCCC2)cc(C(=O)N2CCOCC2)cc1[N+](=O)[O-]	2	-20	-11	-1	-2	103	100	-2	103	0	-1
COc1ccc(C(=O)NCc2ccc3c(c2)OCO3)cc1S(=O)(=O)N(C)Cc1ccccc1	-3	-7	-2	-23	1	100	102	-3	99	-14	-5
CC1C2CC(CC1(C)C)N(C(=O)Nc1ccc3nccnc3c1)C2 (centres undefined)	-1	-11	-3	2	-2	100	98	-11	102	4	-2
Cc1ccc(CNC(=O)CCC(=O)c2cccs2)cc1	-3	-4	19	0	-2	113	103	-1	105	-4	5
COc1cc(NC(=S)NCCCN(C)C)c(OC)cc1NC(=O)c1ccco1	.	-53	3	.	.	100	97	.	?	.	.
Cc1ccc(NC(=O)Cn2cccc2C2=NC(c3ccccc3)CO2)c(C)c1 (centres undefined)	-1	-24	14	-2	-1	103	104	3	99	-2	-2
N=c1c2ccccc2nnn1-c1ccc(C(F)(F)F)cc1	-4	-4	26	0	-3	97	95	-3	92	-1	0

One compound at a time, as listed above. Values in the order: Bcl-2 Bim block	Mcl1 Bid PPI	Mcl1-Noxa inh	Mcl-1 Bim block	Bim-Bcl-B	RGS8-Gao	RGS4-Gao reg	Bfl-1 Bim block	RGS7-Gao reg	Bim-Bcl-W	Bcl-XL Bim block
CCC(C)c1ccc(OCC(=O)Nc2ccc3[nH]c(=O)[nH]c3c2)cc1 (centres undefined) across the screens: -1	-14	2	4	2	73	83	-8	84	3	3
O=C(N/N=C\c1ccc(F)cc1)c1ccc(F)cc1 across the screens: 0	-34	17	2	-1	101	103	-2	102	2	3

(cont.)
molecule	Bcl-2 Bim block	Mcl1 Bid PPI	Mcl1-Noxa inh	Mcl-1 Bim block	Bim-Bcl-B	RGS8-Gao	RGS4-Gao reg	Bfl-1 Bim block	RGS7-Gao reg	Bim-Bcl-W	Bcl-XL Bim block
O=C(N/N=C/c1cc([N+](=O)[O-])ccc1Cl)c1ccc2nc[nH]c2c1	-1	12	44	-1	-2	98	104	-2	103	0	-2
COc1ccc2c(c1OC)C(=O)N1c3ccccc3C(=O)N(c3ccccc3)C21 (centres undefined)	-12	-2	-1	-1	-10	93	97	-14	102	-1	-2
COc1cccc(CNC(=O)CCC2CCCN(C(=O)c3cc4ccccc4o3)C2)c1 (centres undefined)	-4	-40	-7	-1	-2	97	83	-3	85	-5	-4
Cc1cc(N)n(-c2ccc(S(N)(=O)=O)cc2[N+](=O)[O-])n1	-5	-12	8	-1	-4	103	102	-5	?	-2	-3
CC(=O)n1cc(C2C(=O)CC(C)(C)CC2=O)c2ccccc21	-7	-115	25	0	-7	103	107	-12	104	-3	-8
Cc1ccccc1-c1nc(CS(=O)CC(=O)NCc2ccccc2)c(C)o1 (centres undefined)	-10	10	-6	0	-9	101	102	-10	102	-4	-8
O=C(Nc1ccc([N+](=O)[O-])cc1)c1cncc(Br)c1	-2	-6	24	0	0	102	104	-6	?	2	0
O=C(c1cc2ccccc2c(=O)o1)N1CCCc2ccccc21	2	-20	2	0	5	97	100	-2	96	2	0
COc1ccccc1NC(=O)c1cc2ccccc2o/c1=N\O	-9	-31	20	-1	-6	94	98	-13	98	-3	-4
COc1cccc(-c2nc(CS(=O)(=O)c3ccccc3)no2)c1	-2	0	-5	0	-2	103	103	-1	98	0	-5
CSc1ccccc1C(=O)NC1CC2CCC1C2 (centres undefined)	-4	-35	1	1	-7	95	86	-9	92	2	10
O=C(Cc1ccc([N+](=O)[O-])cc1)N1CCN=C1SCc1ccccc1	-6	-26	12	-3	-11	99	98	-13	97	-5	-5
COc1ccc2nc(-n3c(O)c(C4=c5ccccc5=NC4=O)[nH]c3=S)sc2c1	-5	99*	92*	-9	-1	77	78	2	56	-1	0
CCC(C)c1ccc(NC(=O)CC(C)=O)cc1 (centres undefined)	-4	-10	7	-1	-4	98	99	-6	101	3	-8
CCCOc1ccc(C(=O)CCNc2ccc(C)c(Cl)c2)cc1	6	-2	1	5	3	99	100	3	100	2	1
COc1cc(/C=N/NC(=O)c2nc(-c3ccccc3)n(-c3ccccc3)n2)ccc1O	-6	-61	11	-2	-10	82	92	-11	96	-6	-10
Cc1ccc(C(=O)N(CN2CCCC2=O)c2ccccc2)cc1	2	-3	-10	0	-3	94	101	-3	102	-4	-1
CC1CCCCN1CC(=O)Nc1ccccc1Sc1ccccc1 (centres undefined)	-4	1	-2	-6	-6	100	98	-2	98	-3	-8
Cc1ccc(NC(=O)C[n+]2ccn(C3=C([O-])c4ccccc4C3=O)c2)cc1	-3	-45	7	0	-1	101	98	-3	?	-4	-3
CCOP(=O)(OCC)/C(C#N)=C/c1ccc(-c2ccc(F)cc2F)o1	.	-9	8	.	.	103	97	.	?	.	.
CCCn1c(N)c(C(=O)CSc2nnc(C3CC3)n2Cc2ccccc2)c(=O)[nH]c1=O	-6	-5	-9	-2	-2	101	104	-11	103	3	-5
COc1nccc(C(F)(F)F)c1C(=O)NC(=O)Nc1c(C)cccc1C	.	-10	10	.	.	98	95	.	?	.	.
Cc1ccc(C(=O)Nc2nc3nc(-c4ccccc4)cc(=O)n3[nH]2)cc1	-2	-3	8	1	-4	100	101	-5	95	2	0
COc1cc(C2SCC(=O)N2c2nnc(C34CC5CC(CC(C5)C3)C4)s2)cc(OC)c1OC (centres undefined)	-2	-10	-14	-3	2	101	99	-2	99	-1	-1
CCCSc1nc2c(cnn2-c2ccc(F)cc2)c(=O)[nH]1	-10	45	-83	-2	-6	102	103	-13	103	0	-3
COc1ccc2c(c1)C(C)CC(C)(C)N2C(=O)NC1CCCCC1 (centres undefined)	5	-15	-14	1	-15	100	98	9	99	3	-3
COc1ccc(NC(=O)CC2C(=O)NCCN2C(=O)c2ccccc2)cc1 (centres undefined)	.	-1	6	.	.	99	102	.	?	.	.
CCOC(=O)C1CCCN(C(=O)c2ccc(CNS(=O)(=O)c3ccc(C)cc3)cc2)C1 (centres undefined)	-3	-14	7	31	7	98	96	-3	95	-3	1
CC(c1n[nH]c(=S)n1Cc1ccccc1)N(C)C (centres undefined)	0	-43	9	0	-6	101	97	0	96	0	-5
COc1cccc(-c2cc(C(=O)O)no2)c1	-3	-18	13	-5	-1	102	105	-6	100	-2	-4
O=C(COC(=O)/C=C/c1ccc(Cl)cc1)Nc1ccccc1-c1ccccc1	-9	-32	6	-6	-9	100	100	-8	101	-8	-7
COc1ccc(-n2c(SC)nnc2-c2c[nH]c3ccccc23)cc1	-11	-18	11	-1	-5	98	100	-9	95	0	-4
COc1cc(NC(=S)NNC(=O)C(C)(C)O)cc(OC)c1	-3	-24	10	-1	-23	103	99	-3	104	-3	-7
N#Cc1c(NC(=O)Cn2cnc3ccccc3c2=O)oc(-c2ccccc2)c1-c1ccccc1	-11	14	15	0	-9	99	100	-13	98	-3	-28
CCOc1cc(N2CCOCC2)c(OCC)cc1NC(=O)CN1CCN(Cc2ccc3c(c2)OCO3)CC1	-2	-23	15	0	-3	101	102	-3	?	0	0
CC(C(=O)NC1CCCC1)N(C(=O)CS(=O)CC(=O)Nc1ccc(F)cc1)c1ccc2c(c1)OCCO2 (centres undefined)	2	-11	20	0	1	98	100	4	99	1	0
C#CCOCCOCCOCCNc1nc(N2CCN(C(=O)Cn3cc(CCCN=C(N)N)nn3)CC2)nc(N2CCN(C(=O)Cn3cc(CCCN=C(N)N)nn3)CC2)n1	0	58*	42	-1	-10	104	104	-2	102	-5	-1
CC1(C)SC(=S)N(c2ccccc2)C1/[N+]([O-])=C/c1cccc([N+](=O)[O-])c1 (centres undefined)	.	-17	2	.	.	98	95	.	?	.	.

Screens as filed in PubChem BioAssay.

Rows are unselected, and some 2.7% of all compounds hit somewhere here.
